# GALK inhibitor = inhibitors of human galactokinase; Potency, µM (titrated, usually from 57.5 µM), for the others: top-dose activity change, negative = inhibition, usual class: inhibitors; P51570; Purified GALK, Kinase-Glo residual ATP luminescence; 0.007% of 270,000 active; also: potency is read from the fitted curve at half-maximal effect; % is scaled to controls: 0 for no effect and ±100 for the full control effect
#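 Compounds were pin-transferred into ATP buffer (35 uM final), then GALK plus galactose (5 nM, 100 uM final) was added. After 1 h at room temperature, Kinase-Glo Plus was added and luminescence read after 10 min.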
# S-ASM inh = human S-ASM enzyme inhibition | placental ASM, HMU-PC fluorogenic substrate, 60 min | Potency, µM (titrated, usually from 57.5 µM), for inactives: at the top dose activity change, negative = inhibition, actives largely listed as inhibitors | 0.006% of 340,000 active | P17405; also: potency is read from the fitted curve at half-maximal effect
# Target sequence (P17405 47-631 limits assumed): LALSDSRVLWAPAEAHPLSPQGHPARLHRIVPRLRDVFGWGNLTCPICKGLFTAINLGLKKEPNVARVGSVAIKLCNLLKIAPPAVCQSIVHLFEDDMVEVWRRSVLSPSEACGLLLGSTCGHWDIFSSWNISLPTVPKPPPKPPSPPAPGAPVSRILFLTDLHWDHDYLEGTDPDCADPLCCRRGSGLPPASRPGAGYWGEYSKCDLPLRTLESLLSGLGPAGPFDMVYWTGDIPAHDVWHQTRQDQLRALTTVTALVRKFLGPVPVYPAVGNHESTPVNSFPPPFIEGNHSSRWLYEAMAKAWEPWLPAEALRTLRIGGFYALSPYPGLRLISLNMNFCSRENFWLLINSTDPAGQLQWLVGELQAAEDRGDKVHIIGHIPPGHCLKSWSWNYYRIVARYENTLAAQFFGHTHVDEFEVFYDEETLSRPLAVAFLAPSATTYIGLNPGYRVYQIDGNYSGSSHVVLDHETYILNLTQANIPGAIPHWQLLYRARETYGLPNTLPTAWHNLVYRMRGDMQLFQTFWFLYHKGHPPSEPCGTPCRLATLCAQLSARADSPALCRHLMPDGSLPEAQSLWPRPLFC
#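 Fluorescence read-out (Ex 386 nm, Em 447 nm) after stopping the reaction at pH 10. Enzyme: ASM from human placenta; substrate HMU-PC0, 9 uM final; 60 min, 37 °C. Compound preincubation 10 min, ambient temperature.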
# PKM2 act = PKM2 (human) enzyme activation | P14618 | purified PKM2, Kinase-Glo ATP luminescence, activation; response scale: 0% is enzyme alone, no compound | Potency, µM (titrated, usually from 57.5 µM), for inactives: at the highest dose activation, most hits filed as activators | 0.34% of 260,000 active | AID 1631; also: potency is read from the fitted curve at half-maximal effect; % is scaled to controls: 0 for no effect and ±100 for the full control effect; nearly all actives have a fitted effect of over 55% in size
#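 hPK-M2, >95% pure; 0.1 mM ADP / 0.5 mM PEP final; imidazole pH7.2 buffer w/ 7 mM MgCl2, 50 mM KCl; 1 h RT; Kinase-Glo lum. Intermediate enzyme activity for dual inhibitor/activator qHTS.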
# TSHR antag = blocks TSH signaling through the human TSH receptor; activity change, negative = inhibition, % at 11.5 µM; TSHR-expressing cells, TSH-stimulated cAMP HTRF, 2 h; stronger effect = lower value; 0.2% of 330,000 active; P16473;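 active = activity change below a set negative limit, meaning inhibition stronger than a set level, cut at about -70% in these data; inconclusive = activity change between two set negative limits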; also: % is scaled to controls: 0 for no effect and ±100 for the full control effect
#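 Antagonism was scored as loss of TSH-driven cAMP in TSHR cells, stimulated with 4nM TSH (EC80) for 2 hours at 37 deg C and detected by homogeneous HTRF competition immunoassay.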
# Mito fusion act = mitochondrial division inhibition or fusion activation | S. cerevisiae fusion-defective mutant growth rescue, CellTiterGlo 48 h | Potency, µM (top dose mostly 46.1 µM), inactives show top-dose growth rescue (activation), most hits filed as activators | 0.23% of 320,000 active;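 also: potency is read from the fitted curve at half-maximal effect; % of control where 0% means no effect; nearly all actives have a fitted effect of over 45% in size; temperature-sensitive fusion mutants such as fzo1-1 at 37 °C on non-fermentable ethanol glycerol medium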
#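 Luminescent cell viability in 1536-well qHTS format served as the measure of rescued growth in ts fusion-mutant S. cerevisiae cultured on non-fermentable YPEG for 48 hours at 37C.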
# USP2a block = inhibitors of human ubiquitin-specific protease USP2a; USP2 core, Ub-CHOP2 coupled fluorogenic reporter, 485/531; 0.01% of 330,000 active; AID 463254; Potency, µM (series often up to 38.3 µM), for inactives: at the top dose activity change, negative = inhibition, usual class: inhibitors; O75604;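 also: potency is read from the fitted curve at half-maximal effect; plate controls were DMSO wells for no effect and full inhibition by NEM control for full effect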
#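 Deubiquitinase activity read as fluorescence (485/531 nm) after Ub-CHOP2 cleavage activates the enterokinase reporter on its substrate; USP2 core 10nM, Ub-CHOP2 and substrate 25nM each, 30min compound preincubation then 60min RT; data normalized to NEM, curves fitted.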
# MBNL1 CUG block = blocks human MBNL1 binding to CUG repeat RNA; Potency, µM (doses to about 57.5 µM), for the others: at the highest dose activity change, negative = inhibition, actives largely listed as inhibitors; TR-FRET MBNL1-His/biotin-(CUG)12 binding, 665/545 ratio; 0.036% of 280,000 active; active = well fitted inhibition curve with a large enough effect in the signal ratio, with a control signal flat, not every such curve was filed as active; inconclusive = small, poorly fitted or top-dose-only effect, or effect the other way, or a change in a side signal; inactive = no such curve, though single readings can be large or run the other way; the % refers to the signal ratio; also: potency is read from the fitted curve at half-maximal effect; % is scaled to controls: 0 for no effect and ±100 for the full control effect
# Target sequence (Q9NR56 whole entry, looked up): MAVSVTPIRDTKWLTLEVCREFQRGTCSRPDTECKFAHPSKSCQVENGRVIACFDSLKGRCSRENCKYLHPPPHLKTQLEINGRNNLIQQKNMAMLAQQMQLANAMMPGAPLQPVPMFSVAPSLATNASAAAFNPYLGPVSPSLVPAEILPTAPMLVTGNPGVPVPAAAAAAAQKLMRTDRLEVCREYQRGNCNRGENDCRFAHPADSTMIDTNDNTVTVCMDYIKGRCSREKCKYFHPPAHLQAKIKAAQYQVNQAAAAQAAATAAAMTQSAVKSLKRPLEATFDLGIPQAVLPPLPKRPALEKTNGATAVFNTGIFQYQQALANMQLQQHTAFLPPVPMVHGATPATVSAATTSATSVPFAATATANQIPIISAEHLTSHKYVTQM
#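 Compounds (final 92 nM to 58 uM) are added to His-tagged MBNL1 and biotin-(CUG)12, then terbium anti-His antibody and streptavidin-XL665 (5 nM final). After 60 min at room temperature, the 665/545 nm ratio is read.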
# Menin MLL FP TR = menin-MLL binding inhibition, Texas Red mutant peptide; O00255; Menin + Texas Red MLL mutant peptide, fluorescence polarization; Potency, µM (series often up to 61.6 µM), for inactives: top-dose FP activity change, negative = inhibition, most hits filed as inhibitors; 0.23% of 270,000 active; AID 1768; active = well fitted inhibition curve with a large enough effect in the polarisation, with a control signal flat, not every such curve was filed as active; inconclusive = small, poorly fitted or top-dose-only effect, or effect the other way, or a change in a side signal; inactive = no such curve, though single readings can be large or run the other way; the % refers to the polarisation; also: potency is read from the fitted curve at half-maximal effect; % of control where 0% means no effect; many of its hits are not listed in these tables
# Eya2 inh = Eya2 (human) phosphatase inhibition; O00167; recombinant Eya2, OMFP fluorescence dephosphorylation (OMFP is methylfluorescein phosphate); Potency, µM (titrated, usually from 76.9 µM), without a hit: top-dose activity, negative = inhibition, usual class: inhibitors; 0.006% of 330,000 active; AID 488837; also: potency is read from the fitted curve at half-maximal effect; % is scaled to controls: 0 for no effect and ±100 for the full control effect
#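 Eya2 (0.2 uM) preincubated 10 min at ambient with compound, then OMFP substrate added at 50 uM; 10 min reaction in 50 mM HEPES pH 7.5, 50 mM NaCl, 5 uM MgCl2, 0.05% BSA, 1 mM DTT. Fluorescence read at Ex 485/Em 525 nm.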
# Chronic BCR inh = chronic active BCR signaling inhibition. 0.05% of 340,000 active. Potency, µM (highest dose often 46.1 µM), without a hit: at the highest dose ratio change, negative = lower green/red ratio, most hits filed as inhibitors. ABC-DLBCL IkBa-CBG/CBR reporter, luminescence ratio, 4 h; active = well fitted inhibition curve with a large enough effect in the signal ratio, with a control signal flat, not every such curve was filed as active; inconclusive = small, poorly fitted or top-dose-only effect, or effect the other way, or a change in a side signal; the % refers to the signal ratio;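 also: potency is read from the fitted curve at half-maximal effect; plate controls were basal doxycycline-induced cells for no effect and cells given 10 µM MG132 for full effect; MG132 reads +100%, hits lower the ratio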
#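 TMD8 human ABC-DLBCL cells with doxycycline-inducible IκBα–green luciferase fusion and unfused red luciferase, in 0.5% FBS medium; compounds up to 46 uM, 4 h at 37C. Green/red luminescence ratio, filter-overlap corrected, fitted to concentration-response curves.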
# hERG WT inh = blocks the wildtype human KCNH2 potassium channel | AID 720551 | 0.37% of 340,000 active | activity change, % at 1.84 µM | U2OS, BacMam KCNH2, thallium flux FluxOr; stronger effect = lower value;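 active = maximum activity change below -70%; inconclusive = maximum activity change between -70% and -50%; inactive = maximum activity change above -50%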; also: % is scaled to controls: 0 for no effect and ±100 for the full control effect
#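 U2OS cells transduced with wild-type KCNH2 virus are loaded with FluxOr dye for 45 min, and thallium flux is measured in kinetic reads before and after stimulation buffer. Rate constants are normalized to DMSO controls.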
# * hit, by the source's call; i = inactive; ? = inconclusive; / = not tested or not shown; & = joins results of further samples; [ ] = another dose, or the depositor's remark. Unless noted, calls follow the shape of the dose curve; as a rule, active = well fitted curve in the direction sought with a large enough effect; inconclusive = small, poorly fitted or top-dose-only effect, or another doubt; inactive = no such curve, though single readings can be large; an effect the other way counts as inactive or inconclusive. Some of the compounds tested (hit frequency here may not be typical).
SMILES,GALK inhibitor,S-ASM inh,PKM2 act,TSHR antag,Mito fusion act,USP2a block,MBNL1 CUG block,Menin MLL FP TR,Eya2 inh,Chronic BCR inh,hERG WT inh
Cc1cccc(CCNC(=O)c2cccc3c2C(=O)N(C2CCCCC2)C3)c1,-2%,-16%,/,6,?,-1%,-7%,-1%,-2%,?,0
CCN1CCN(c2ccc(NC(=O)CCc3c(C)nc4c(-c5ccc(F)cc5)c(C)nn4c3C)cc2)CC1,3%,-8%,-3%,0,0%,2%,-2%,-3%,-5%,-14%,5
c1ccc(CSc2nnc3ccc(-c4cccs4)nn23)nc1,-2%,-3%,6%,-4,7%,5%,?,-16%,1%,0%,0
Cc1cccc(OCCC(=O)Nc2ccc(F)c(Cl)c2)c1,0%,-3%,-1%,0,10%,2%,/,-6%,-2%,-10%,11
CC(=O)N1CCN(S(=O)(=O)c2cccc(C(=O)Nc3cc(C(F)(F)F)ccc3N3CCOCC3)c2)CC1,-3%,-1%,-7%,-5,0%,0%,2%,/,-9%,-13%,51
Cc1ccccc1OCC(=O)N1N=C(c2cccnc2)CC1(O)C(F)(F)F (stereo not drawn),1%,-3%,-2%,-6,13%,2%,/,0%,1%,-2%,-4
CCN(CC)C(=O)[C@H]1C[C@H](CC(=O)NCCN2CCOCC2)C(=O)N2CCc3c([nH]c4cc(-c5ccco5)ccc34)[C@]12C,/,12%,/,3,/,-1%,/,/,0%,-1%,1
Cc1ccc(C)c(NC(=O)c2cnc3n(c2=O)CCS3)c1,1%,0%,-19%,-4,-2%,-1%,3%,4%,11%,0%,3
CCOC(=O)N1CCN(C(=O)c2ccc(-n3c(C)ccc3C)cc2)CC1,1%,0%,-13%,-1,-3%,0%,6%,-22%,0%,1%,-17
O=C(O)C1CSC(c2coc3ccccc3c2=O)N1 (stereo not drawn),/,91%,-2%,4,-4%,0%,2%,15%,4%,-14%,-2
C=CCOc1ccc(C2/C(=C(\O)c3c(C)[nH]c(C(=O)OC)c3C)C(=O)C(=O)N2CCN(C)C)cc1 (stereo not drawn),4%,-2%,1%,0,2%,-1%,6%,-16%,10%,-11%,-3
O=C(CCCn1c(=S)[nH]c2ccsc2c1=O)NCCc1ccccc1,0%,2%,/,-8,0%,1%,-4%,/,7%,-11%,7
CN1C(=O)c2ccc(N(C)C)cc2C1=O,0%,-2%,-7%,11,3%,2%,?,1%,-5%,0%,-6
C=CCN(Cc1nc(-c2ccccc2)no1)C(=O)c1ccoc1C,-2%,-4%,-7%,-11,10%,2%,6%,/,5%,0%,-6
CCN(CC)C(=O)CN1CCC(n2c(C)nc3cc(C(F)(F)F)ccc32)CC1,3%,-1%,1%,-8,-8%,0%,5%,0%,3%,-11%,-1
CN1CCc2c1nc1ccccc1c2N (tested in a mixture with another compound),-6%,45%,7%,-22,-2%,-1%,?,?,-9%,3%,-1
O=C(COC(=O)c1ccccc1NCCO)NCC1CCCCC1,/,i,/,1,-1%,0%,/,/,-17%,?,0
C=CCn1c(SCc2csc(C)n2)nc2scc(-c3ccc(C)o3)c2c1=O,-2%,-11%,10µM*,/,0%,3%,2%,-15%,5%,11%,0
Cc1cc2ccccc2n2c(SCC(=O)N3CCOCC3)nnc12,0%,-1%,6%,-8,0%,-1%,-8%,13%,-1%,25%,-1
O=C(CSc1nnc(NC2CC2)s1)c1ccc[nH]1,/,0%,/,4,/,0%,/,/,-16%,?,3
COC(=O)c1cc(OC)c(OC)cc1NC(=O)CCc1ccc(C)o1,2%,6%,?,-7,12%,-1%,6%,-6%,18%,0%,-1
Cc1cccc(-n2c(SCCC(=O)O)nnc2-c2cccs2)c1C,-7%,1%,-10%,0,2%,1%,4%,-1%,0%,3%,6
CCCc1nnc(SCC(=O)N2CCCC(C)C2)n1CC1CCCO1 (stereo not drawn),-2%,1%,-4%,18,0%,1%,-6%,-27%,4%,-7%,19
Cc1ncc(CN2CCC(CO)(CCc3ccccc3)CC2)s1,4%,0%,-6%,9,21%,-3%,-2%,-18%,-8%,?,25
CSCC[C@H](NC(=O)c1nn(C)c(=O)c2ccccc12)c1nc2ccccc2[nH]1,-4%,-4%,-1%,-1,5%,1%,13%,9%,0%,0%,-16
SMILES,GALK inhibitor,S-ASM inh,PKM2 act,TSHR antag,Mito fusion act,USP2a block,MBNL1 CUG block,Menin MLL FP TR,Eya2 inh,Chronic BCR inh,hERG WT inh
COC(=O)c1sccc1-c1ccc(/C=N/OCc2c(Cl)cccc2Cl)o1,1%,32%[activator],2%,10,2%,1%,-3%,/,5%,-3%,-1
CCC1C(=O)N=C(SCC(=O)Nc2ccc(C)cc2)N(c2ccccc2)C1=O (stereo not drawn),2%,-4%,/,-7,-2%,0%,-5%,?,-13%,1%,1
CC(=O)c1sc(NC(=O)C2CSC3(C)CCC(=O)N23)nc1-c1ccccc1 (stereo not drawn),/,/,/,-8,-3%,4%,/,/,-11%,?,0
Cc1ccc(/C=N/Nc2cccc(C(=O)O)c2)s1,0%,3%,-1%,0,4%,0%,28%,4%,2%,?,-2
Cc1ccc(NC(=O)CN2C(=O)NC3(CCCC3)C2=O)cc1S(=O)(=O)N1CCCCC1,/,-6%,/,-11,-2%,3%,/,/,6%,-1%,9
c1csc(CCNc2ncnc3sc4c(c23)CCC4)c1,1%,-3%,-1%,-49,18%,-2%,-17%,2%,10%,16%,10
COc1ccc(C2(O)CCN(CC(=O)Nc3nc(-c4ccccc4)cs3)CC2)cc1,0%,-3%,/,-6,-8%,-2%,1%,14%,-2%,-1%,-4
O=C(c1cc(Cl)c(=O)n(Cc2ccccc2)c1)N1CCOCC1,-3%,1%,?,-8,1%,1%,-1%,-13%,1%,1%,1
C=CCNC(=O)/C=C/c1c(F)cccc1Cl,4%,2%,-8%,4,10%,-2%,-4%,3%,2%,1%,0
O=C(CCNS(=O)(=O)c1cccc2nonc12)NC1CCCCC1,5%,0%,2%,5,-1%,3%,?,?,-4%,-7%,3
CCOc1ccc(N2C(=O)/C(=C/c3cccs3)N(CC(=O)OC)C2=S)cc1,-2%,-5%,3%,23,-2%,1%,-1%,-40%,15%,3%,11
Cc1cccc(Nc2nc3c(s2)CCCC3)c1,0%,-1%,6%,0,3%,0%,/,10%,-5%,3%,-3
COc1ccc(CCN2C(=NC(=O)CC(C)C)SC3CS(=O)(=O)CC32)cc1OC (stereo not drawn),0%,6%,-8%,22,-6%,0%,-10%,/,-16%,-29%,6
CCc1ccccc1NC(=S)N1CCN(c2cccc(OC)c2)CC1,-2%,-1%,-1%,33,-15%,0%,2%,20%,-1%,3%,1
COc1ccc(-c2cc(=O)oc3cc(OC(=O)C4CCCCC4)c(Cl)cc23)cc1,-2%,134%[activator],-12%,2,?,-1%,/,-1%,4%,?,9
CN1C(=O)c2ccc(NC(=O)CCS(=O)(=O)c3ccccc3)cc2C1=O,0%,15%,-2%,2,-5%,2%,35%[activator],9%,-3%,2%,-10
O=C(NCC1CC1)[C@@H]1C[C@H]1[C@@H](NP(=O)(c1ccccc1)c1ccccc1)c1ccccc1,/,-4%,-15%&6%,5,6%,4%,?,-11%&1%,2%,0%,-2
CCOc1cc(Br)c(CC(=O)NC2CCCCCC2)cc1OCC,5%,0%,/,0,-2%,0%,1%,-23%,-1%,8%,-1
CC(C(=O)Nc1ccc(O)cc1C(=O)O)N1C(=O)/C(=C\c2cccs2)SC1=S (stereo not drawn),-12%,-5%,/,9,-6%,1%,25%,/,14%,?,-9
COc1ccccc1/C=N/OC(=O)c1ccc(F)cc1,-1%,0%,0%,-9,-4%,1%,2%,0%,-1%,9%,4
O=C(COC(=O)C1CC(=O)N(Cc2ccccc2)C1)Nc1ccc(Cl)cc1F (stereo not drawn),0%,0%,-1%,0,-5%,5%,0%,-9%,-1%,1%,-4
O=c1c2ccccc2oc2nc(-c3cccs3)n(CCc3ccccc3)c(=O)c12,2%,/,-1%,0,1%,3%,43%[activator],3%,2%,?,/

# Screening data as filed in PubChem.
